From PubChem
Apaf-1 inh: human Apaf-1 inhibition; O14727; reconstituted apoptosome caspase-3 activity, DEVD-Rh110 fluorescence; inhibition, % at 20 µM; hit rate 0.71% among 330,000; active = inhibition of at least 40% at 20 µM;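 note: plate controls were DMSO wells for no effect and DEVD-CHO caspase inhibitor wells for full effect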
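Material: reconstituted apoptosome with Apaf-1, cytochrome c, caspase-9, procaspase-3, dATP; medium: pH 7.5 Hepes buffer with CHAPS, BSA, DTT; also added: cytochrome c and DEVD-Rh110 substrate; timing: 30 min plus 50 min, RT; signal: Rh110 fluorescence intensity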
SENP8 block-1: blocks human SENP8 cleavage of Nedd8 substrate. Q96LD8. recombinant SENP8, Nedd8 substrate fluorescence. inhibition, % at 20 µM. hit rate 0.64% among 360,000. AID 602440; in the data active = inhibition mostly above about 40%, no sharp cut-off; inactive = mostly below about 27%
Target sequence (Q96LD8 whole entry, looked up): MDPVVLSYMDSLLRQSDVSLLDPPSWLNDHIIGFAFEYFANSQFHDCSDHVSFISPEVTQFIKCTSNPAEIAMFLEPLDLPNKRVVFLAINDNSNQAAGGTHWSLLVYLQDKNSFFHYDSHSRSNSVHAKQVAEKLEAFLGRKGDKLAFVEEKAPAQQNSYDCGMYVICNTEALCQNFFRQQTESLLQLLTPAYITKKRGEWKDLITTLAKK
PfGluPho inh: PfG6PD (Plasmodium falciparum) enzyme inhibition; PfGluPho enzyme, NADPH resazurin-diaphorase fluorescence; inhibition, % at 20 µM; hit rate 0.78% among 350,000; AID 504690;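 active = inhibition reaching at least a set limit at 20 µM in the primary screen, cut at about 59% in these data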;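 note: 0% = DMSO wells with substrate and 100% = DMSO wells lacking glucose-6-phosphate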
HKDC1 inh: inhibitors of human hexokinase HKDC1. AID 493160. Q2TB90. hit rate 0.16% among 340,000. recombinant HKDC1, G6PDH/diaphorase resazurin coupled fluorescence. inhibition, % at 20 µM;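 active = inhibition above about 35% when tested at 20 µM, limit read from the data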;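 note: plate controls were DMSO wells with enzyme for no effect and DMSO wells lacking enzyme for full effect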
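Test system: recombinant HKDC1 (HK5) hexokinase enzyme, produced in-house; Amount: enzyme 5 µg/mL final; Buffer or medium: Tris pH 8.0 buffer with MgCl2, Tween-20, BSA, BME; Reagent: glucose and ATP substrates; Doses: 20 µM test compound, 1% DMSO; Incubation: 90 min reaction incubation at room temperature, dark; Detection: resorufin fluorescence at 613 nm.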
SENP6 block: blocks the human protease SENP6; Recombinant SENP6 catalytic domain, aminoluciferin luminescence; inhibition, % at 10 µM; Q9GZR1; hit rate 1.8% among 330,000;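 active = inhibition above about 50% at the single tested dose, limit read from the data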;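 note: plate controls were DMSO wells with enzyme for no effect and DMSO wells lacking enzyme for full effect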
Target sequence (Q9GZR1 628-1112 limits assumed): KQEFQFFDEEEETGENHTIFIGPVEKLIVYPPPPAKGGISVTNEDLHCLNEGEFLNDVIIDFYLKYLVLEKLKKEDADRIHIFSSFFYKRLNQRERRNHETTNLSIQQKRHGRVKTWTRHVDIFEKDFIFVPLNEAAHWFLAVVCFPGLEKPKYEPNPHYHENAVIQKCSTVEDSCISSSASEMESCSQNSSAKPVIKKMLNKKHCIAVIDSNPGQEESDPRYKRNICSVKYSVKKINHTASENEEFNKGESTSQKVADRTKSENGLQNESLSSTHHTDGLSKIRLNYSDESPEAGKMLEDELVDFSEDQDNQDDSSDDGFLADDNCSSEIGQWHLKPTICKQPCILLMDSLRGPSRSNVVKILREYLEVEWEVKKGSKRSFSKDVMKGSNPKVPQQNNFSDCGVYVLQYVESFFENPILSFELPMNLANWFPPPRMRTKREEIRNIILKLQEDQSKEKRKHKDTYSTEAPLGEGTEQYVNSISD
NLRP3 yeast inh: blocks the NALP3 inflammasome reconstituted in yeast; Yeast reconstituted NLRP3/ASC/caspase-1, beta-gal luminescence, 24 h; inhibition, % at 10 µM; hit rate 0.39% among 330,000; AID 2825;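 active = inhibition of 50% or more; inactive = inhibition below 50%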;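 note: plate controls were induced DMSO wells for no effect and uninduced yeast grown without galactose for full effect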
SENP7 inh: SENP7 protease inhibition; hit rate 1.5% among 330,000; inhibition, % at 5 µM; recombinant SENP7, Z-RLRGG-aminoluciferin luminescence, 40 min; AID 434973;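 active = inhibition above about 50% at the single test dose, limit read from the data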;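 note: plate controls were DMSO with enzyme for no effect and no enzyme buffer wells for full effect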
Target sequence (Q9BQF6 706-1050 limits assumed): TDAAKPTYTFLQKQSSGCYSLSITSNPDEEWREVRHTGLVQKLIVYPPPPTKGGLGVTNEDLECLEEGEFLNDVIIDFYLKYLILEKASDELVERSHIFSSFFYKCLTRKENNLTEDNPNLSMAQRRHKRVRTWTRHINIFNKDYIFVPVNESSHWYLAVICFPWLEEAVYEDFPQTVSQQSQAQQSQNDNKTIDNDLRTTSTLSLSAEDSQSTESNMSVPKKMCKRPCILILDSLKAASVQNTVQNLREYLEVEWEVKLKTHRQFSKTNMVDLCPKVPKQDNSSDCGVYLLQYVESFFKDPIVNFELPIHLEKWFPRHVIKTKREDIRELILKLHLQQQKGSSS
SENP8 block-2: blocks the human protease SENP8. Q96LD8. purified SENP8, Z-RLRGG-aminoluciferin cleavage, luminescence. inhibition, % at 10 µM. hit rate 1.2% among 330,000. AID 2540; in the data active = inhibition above about 50%
SENP1 FRET inh: SENP1 (human) catalytic domain inhibition | recombinant SENP1 catalytic domain, CyPet-SUMO1-YPet FRET cleavage | inhibition, % at 10 µM | hit rate 0.21% among 360,000 | AID 624204;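 active = inhibition at least 30% at 10 µM, raw YFP signal under a set limit, fluorescence ratio 0.5 to 1.5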;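 note: 0% = enzyme with DMSO and 100% = no enzyme wells; some results filed as inactive read as strong as hits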
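Assay system: hSENP1 catalytic domain, recombinant. Amount: SENP1 enzyme, 20 pM final. Schedule: 50 min reaction, RT, dark. Technique: FRET, CFP and YFP emission. Control set: no-enzyme wells low, DMSO-plus-enzyme wells high control.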
The depositor's hits bear a star; . = not tested or not shown.

SMILES	Apaf-1 inh	SENP8 block-1	PfGluPho inh	HKDC1 inh	SENP6 block	NLRP3 yeast inh	SENP7 inh	SENP8 block-2	SENP1 FRET inh
CC1CCCC(C)N1C(=O)COC(=O)Cc1ccc(Cl)cc1 (stereo unspecified)	13	20	-2	4	-32	17	-10	-13	2
Nn1c(N2CCCCC2)nc2ccccc21	4	18	-18	7	3	15	5	-10	1
COc1cc2c(cc1NC(=O)c1ccc(C)c([N+](=O)[O-])c1)oc1ccccc12	-4	0	1	-12	7	22	-6	0	0
CC(Nc1ccc(F)cc1)=[N+](C)CCNS(=O)(=O)c1ccc(Cl)cc1	-6	12	9	-3	12	8	2	5	1
CCc1nc(SCC(=O)N2c3ccccc3CC2C)c2c(C)c(C)sc2n1 (stereo unspecified)	11	14	13	-3	-17	22	-2	3	-3
COCCNc1ccc(S(=O)(=O)N2CCCC2)cn1	-6	-5	-10	-6	-8	12	9	4	-2
O=C(NCCC1=CCCCC1)C1CCCN(S(=O)(=O)c2ccc(F)cc2)C1 (stereo unspecified)	7	11	-16	-4	-1	5	-10	-8	0
CN(CC(=O)N1CCN(c2ccccn2)CC1)S(=O)(=O)c1ccc2ccccc2c1	-15	-5	-21	7	-2	8	5	1	2
Cc1ccccc1N=Nc1c(N)n[nH]c1N	-2	33	0	-4	4	13	2	-2	7
CCCCc1nn2c(N)c(/C=C3\C=Nc4ccccc43)c(=O)nc2s1	-459	-30	-11	-2	-19	13	8	2	-150
Cc1ccc(S(=O)(=O)Nc2ccccc2C(=O)N2CCCCCC2)cc1	4	0	1	-3	15	-3	-13	-9	3
O=C(Nc1cccnc1)c1cccc(F)c1	-1	21	-3	-12	-10	15	11	2	0
Cn1cnnc1SCC(=O)c1ccc2c(c1)OCO2	4	12	4	-5	-6	1	2	5	0
Cc1ccc(NC(=O)CSCC(=O)Nc2sccc2C#N)cc1	0	2	6	4	0	24	2	10	-6
COC(=O)C1=C(C)NC(C)=C(C(=O)OC)C1c1cc2cc(C)ccc2[nH]c1=O	7	-268	-11	4	1	15	-10	-5	-54
Cc1cccc(NC(=O)c2oc3c(c2C)C(=O)CC(C)(C)C3)n1	-10	4	14	-5	1	25	5	-3	1
Cc1ccn2c(NC(=O)c3ccccc3)c(-c3ccccc3)nc2c1	-13	11	10	-1	6	23	8	2	2
CC(=O)Nc1ccc(OCC(O)Cn2nc(C)c(Br)c2C)cc1 (stereo unspecified)	-4	9	1	-1	-10	4	8	-5	2
Cn1c(=O)n(C)c2cc(NS(=O)(=O)c3ccc(Br)s3)ccc21	-2	2	-20	-6	-4	16	8	3	-31
CN(C)S(=O)(=O)N1CCC(CCCC2CCN(S(=O)(=O)N(C)C)CC2)CC1	8	24	-9	-8	-30	2	-2	-1	2

Sorted by molecular weight (smallest number first): some entries from above
SMILES	Apaf-1 inh	SENP8 block-1	PfGluPho inh	HKDC1 inh	SENP6 block	NLRP3 yeast inh	SENP7 inh	SENP8 block-2	SENP1 FRET inh
O=C(Nc1cccnc1)c1cccc(F)c1	-1	21	-3	-12	-10	15	11	2	0
Cn1cnnc1SCC(=O)c1ccc2c(c1)OCO2	4	12	4	-5	-6	1	2	5	0
COCCNc1ccc(S(=O)(=O)N2CCCC2)cn1	-6	-5	-10	-6	-8	12	9	4	-2
Cc1cccc(NC(=O)c2oc3c(c2C)C(=O)CC(C)(C)C3)n1	-10	4	14	-5	1	25	5	-3	1
CC1CCCC(C)N1C(=O)COC(=O)Cc1ccc(Cl)cc1 (stereo unspecified)	13	20	-2	4	-32	17	-10	-13	2
Cc1ccc(NC(=O)CSCC(=O)Nc2sccc2C#N)cc1	0	2	6	4	0	24	2	10	-6
CCCCc1nn2c(N)c(/C=C3\C=Nc4ccccc43)c(=O)nc2s1	-459	-30	-11	-2	-19	13	8	2	-150
Cc1ccc(S(=O)(=O)Nc2ccccc2C(=O)N2CCCCCC2)cc1	4	0	1	-3	15	-3	-13	-9	3
COc1cc2c(cc1NC(=O)c1ccc(C)c([N+](=O)[O-])c1)oc1ccccc12	-4	0	1	-12	7	22	-6	0	0
COC(=O)C1=C(C)NC(C)=C(C(=O)OC)C1c1cc2cc(C)ccc2[nH]c1=O	7	-268	-11	4	1	15	-10	-5	-54
O=C(NCCC1=CCCCC1)C1CCCN(S(=O)(=O)c2ccc(F)cc2)C1 (stereo unspecified)	7	11	-16	-4	-1	5	-10	-8	0
CCc1nc(SCC(=O)N2c3ccccc3CC2C)c2c(C)c(C)sc2n1 (stereo unspecified)	11	14	13	-3	-17	22	-2	3	-3
Cn1c(=O)n(C)c2cc(NS(=O)(=O)c3ccc(Br)s3)ccc21	-2	2	-20	-6	-4	16	8	3	-31

Further results:
SMILES	Apaf-1 inh	SENP8 block-1	PfGluPho inh	HKDC1 inh	SENP6 block	NLRP3 yeast inh	SENP7 inh	SENP8 block-2	SENP1 FRET inh
CCOc1ccc(C(=O)N2CCCC(c3nc(-c4cccs4)no3)C2)cc1 (stereo unspecified)	8	20	2	-3	-8	4	4	-3	3
N/C(Cc1ccc([N+](=O)[O-])cc1)=N\OC(=O)CC1CCCCC1	-5	-107	-11	-9	-23	31	1	-7	-23
COc1ccccc1/C=C1\SC(=O)N(CC(=O)N(C)C2CCS(=O)(=O)C2)C1=O (stereo unspecified)	3	-64	3	-1	0	10	2	-1	1
CCn1c(SCC(=O)NCC2CCCO2)nc2ccccc21 (stereo unspecified)	-11	11	15	4	-1	0	1	-2	0
Cc1ccccc1Oc1ccc(Oc2ccccc2C)nn1	6	11	0	-5	-23	16	7	2	2
O=C(N/N=C/c1ccccc1O)C1(O)c2ccccc2-c2ccccc21	-59	-24	-26	-14	-2	17	11	3	-21
Cc1c(Cl)cccc1NC(=O)CCC(=O)NNC(=O)c1ccco1	-9	-1	-11	9	-2	2	-2	-8	2
O=C(Nc1ccc(Cl)c(Cl)c1)Nc1nnc(CC2=CCCCC2)s1	12	2	-2	-4	-17	-9	1	-1	-1
O=C(Cc1cccs1)N1CCCC(c2nc3c(nnn3Cc3ccccc3Cl)c(=O)[nH]2)C1 (stereo unspecified)	-8	2	-24	15	-4	15	6	-3	1
Cn1c(C(=O)N2CCCC(C(=O)c3ccc(C(F)(F)F)cc3)C2)cc(=O)n(C)c1=O (stereo unspecified)	12	8	20	-13	2	-6	6	-4	1
C=CC[C@@H](CC(=O)NCCO)C(=O)N[C@H](COC(=O)[C@H](CC=C)CC(=O)OC(C)(C)C)Cc1c[nH]c2ccccc12	1	14	12	2	-2	10	2	2	1
O=c1ccc2ccc(OCCOc3cccc(Cl)c3)cc2o1	7	-387	5	2	-18	28	0	-8	-17
O=C(N/N=C/c1cccc(O)c1)c1ccc2c(c1)OCCO2	-2	18	1	-5	24	1	15	5	10
Cc1nc(CNS(=O)(=O)c2ccc3ccccc3c2)cs1	0	17	16	-4	2	14	14	-8	2
COc1cc(NC(=O)C2CCCN(S(=O)(=O)c3ccc4c(c3)CCCN4C(C)=O)C2)cc(OC)c1 (stereo unspecified)	22	-1	-12	0	-4	-1	-11	-13	1
C=CCN1C(=O)c2ccc(C(=O)N(C)CC(=O)Nc3ccccc3C(F)(F)F)cc2C1=O	-4	0	8	5	-5	10	6	-10	1
Cc1ccc(OCCNC(=O)CNC(=O)c2ccc(Cl)c([N+](=O)[O-])c2)cc1	32	2	17	1	-15	1	-8	-20	2
CCCOC(=O)c1ccc(NC(=O)c2cc(=O)[nH]c3ccccc23)cc1	-1	-42	7	-5	-10	-7	-6	-7	1
CCn1cc(C(=O)NCC2CCCO2)c(=O)c2cc(S(=O)(=O)N(C)C)ccc21 (stereo unspecified)	-4	16	-5	0	-3	13	9	-7	1
COc1cccc(N2CCN(CC(=O)Nc3nc4c(s3)CC(C)CC4)CC2)c1 (stereo unspecified)	12	19	11	-6	-11	8	-5	4	0
COc1ccc(C(=O)O)cc1S(=O)(=O)NC1CCN(Cc2ccccc2)CC1	-5	9	-29	-1	-5	5	0	3	3
CCOC(=O)N1CCc2c(sc3c2c(=O)n(Cc2ccccc2)c(=O)n3Cc2ccc(C)cc2)C1	18	2	4	-1	9	8	-8	4	2
C[C@H](CO)N1C[C@H](C)[C@@H](CN(C)CC2CCCCC2)Oc2ccc(NS(C)(=O)=O)cc2C1=O	4	-8	-9	-5	-3	-6	0	0	1
CCCC(c1nnnn1Cc1ccc(F)cc1)N1CCN(CC)CC1 (stereo unspecified)	-7	2	-4	-7	-23	0	-4	-7	-1
O=C(O)c1c(-c2ccccc2)c2oc3ccccc3c2[nH]c1=O	6	-275	-1	1	4	0	6	6	-26
CCOc1ccc(NC(=O)c2ccccc2OC)cc1	3	-120	19	-3	-27	22	-3	-12	5
CC(=O)Nc1ccc(S(=O)(=O)Nc2ccc(N3CCOCC3)c(F)c2)cc1	-2	14	-24	-1	5	-6	1	2	1
Cc1ccc(NC(=O)CSc2ccc(-c3ccc4c(c3)OCO4)nn2)cc1F	5	8	-18	-3	3	7	3	13	-1
O=C1CCC(C(=O)OCC(=O)N2N=C3/C(=C\c4ccccc4)CCCC3C2c2ccccc2)N1 (stereo unspecified)	.	-98	-3	5	.	.	.	.	2
COc1ccccc1N(CCC#N)C(=O)CSc1nnc2ccccn12	-2	-10	-6	3	-12	11	4	-5	1

Single records (already shown). Order of values: Apaf-1 inh	SENP8 block-1	PfGluPho inh	HKDC1 inh	SENP6 block	NLRP3 yeast inh	SENP7 inh	SENP8 block-2	SENP1 FRET inh
O=C1CCC(C(=O)OCC(=O)N2N=C3/C(=C\c4ccccc4)CCCC3C2c2ccccc2)N1 (stereo unspecified) is entered as .	-98	-3	5	.	.	.	.	2
CC(=O)Nc1ccc(S(=O)(=O)Nc2ccc(N3CCOCC3)c(F)c2)cc1 is entered as -2	14	-24	-1	5	-6	1	2	1

Next section
SMILES	Apaf-1 inh	SENP8 block-1	PfGluPho inh	HKDC1 inh	SENP6 block	NLRP3 yeast inh	SENP7 inh	SENP8 block-2	SENP1 FRET inh
COCCN(C(C)=O)c1nnc(-c2ccccn2)s1	3	-31	-6	-5	-11	8	7	-6	0
CCCCNC(=O)C1CCN(S(=O)(=O)N2CCOCC2)CC1	2	10	-4	4	-5	0	5	1	2
CCC(C(=O)OCc1csc(CC(=O)Nc2ccccc2C)n1)c1ccccc1 (stereo unspecified)	24	-22	3	-3	-7	23	1	-16	-53
O=C(CN1c2cccc3cccc(c23)S1(=O)=O)NCc1ccc2c(c1)OCO2	-4	-291	-7	-10	-6	13	1	1	-3
CCN(CC)c1ccc(/C=N/NC(=O)c2c[nH]c3ccccc23)cc1	18	-393	-2	12	-6	5	-7	-13	-24
c1coc(-c2ccnc(-n3cccc3)n2)c1	0	-146	-2	-1	-4	3	-3	0	-14

An unsorted share of the library; about 4.1% have a hit in one of these screens.
